KDM5B inhibitor: KDM5B demethylase inhibition; Q9UGL1; KDM5B demethylase, FDH-coupled NADH fluorescence (FDH is formaldehyde dehydrogenase); Potency, µM (series often up to 57.7 µM), without a hit: at the top dose activity change, negative = inhibition, actives largely listed as inhibitors; 2.6% of 220,000 active; active = well fitted inhibition curve with a large enough effect; inconclusive = small, poorly fitted or top-dose-only effect; inactive = no such curve, though single readings can be large or run the other way; note: 0% is about no effect; nearly all actives have a fitted effect of over 70% in size
Target sequence (Q9UGL1 whole entry, looked up): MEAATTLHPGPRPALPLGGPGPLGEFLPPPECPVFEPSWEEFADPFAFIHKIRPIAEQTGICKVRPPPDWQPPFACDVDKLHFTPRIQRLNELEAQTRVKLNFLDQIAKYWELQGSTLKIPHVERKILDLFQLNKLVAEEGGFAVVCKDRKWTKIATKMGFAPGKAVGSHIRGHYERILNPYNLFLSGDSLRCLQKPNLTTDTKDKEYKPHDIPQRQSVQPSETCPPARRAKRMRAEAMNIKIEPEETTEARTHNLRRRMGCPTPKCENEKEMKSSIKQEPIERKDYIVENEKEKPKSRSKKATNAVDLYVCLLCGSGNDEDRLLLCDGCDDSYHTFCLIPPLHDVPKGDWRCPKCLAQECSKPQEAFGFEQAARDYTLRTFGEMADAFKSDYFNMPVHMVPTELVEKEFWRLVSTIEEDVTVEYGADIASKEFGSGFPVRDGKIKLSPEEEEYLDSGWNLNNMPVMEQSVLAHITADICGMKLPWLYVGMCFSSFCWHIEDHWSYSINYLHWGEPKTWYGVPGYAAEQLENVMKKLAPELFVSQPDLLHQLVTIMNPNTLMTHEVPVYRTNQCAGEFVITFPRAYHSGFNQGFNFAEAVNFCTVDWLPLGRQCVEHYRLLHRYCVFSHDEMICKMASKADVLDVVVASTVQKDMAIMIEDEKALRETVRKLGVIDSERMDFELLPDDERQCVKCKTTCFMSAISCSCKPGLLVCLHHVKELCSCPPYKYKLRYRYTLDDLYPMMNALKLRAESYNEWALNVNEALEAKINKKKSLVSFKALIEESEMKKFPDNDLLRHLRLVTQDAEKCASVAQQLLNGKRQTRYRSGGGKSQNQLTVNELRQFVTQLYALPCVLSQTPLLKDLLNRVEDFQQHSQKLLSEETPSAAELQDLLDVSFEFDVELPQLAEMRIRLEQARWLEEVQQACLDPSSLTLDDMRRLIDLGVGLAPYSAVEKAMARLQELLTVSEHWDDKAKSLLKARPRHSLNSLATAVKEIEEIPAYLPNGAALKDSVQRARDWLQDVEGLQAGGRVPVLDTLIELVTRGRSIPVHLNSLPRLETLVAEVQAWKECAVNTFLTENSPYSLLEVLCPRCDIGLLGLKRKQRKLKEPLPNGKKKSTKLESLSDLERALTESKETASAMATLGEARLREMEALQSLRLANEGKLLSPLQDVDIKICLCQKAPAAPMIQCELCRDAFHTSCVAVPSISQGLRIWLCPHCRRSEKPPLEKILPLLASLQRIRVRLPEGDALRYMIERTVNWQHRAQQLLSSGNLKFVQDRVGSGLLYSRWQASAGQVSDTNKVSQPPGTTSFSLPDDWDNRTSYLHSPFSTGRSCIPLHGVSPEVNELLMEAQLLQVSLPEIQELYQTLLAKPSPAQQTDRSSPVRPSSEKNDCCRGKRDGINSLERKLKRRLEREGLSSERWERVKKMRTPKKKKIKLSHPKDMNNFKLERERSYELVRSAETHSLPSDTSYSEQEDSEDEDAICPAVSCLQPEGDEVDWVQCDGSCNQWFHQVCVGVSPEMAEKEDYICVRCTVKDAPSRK
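Compound dilutions met 200 nM (final) KDM5BΔAP for 10 min at room temperature before substrate addition. The substrate mix held 12.5 µM H3K4me3 with cofactors 25 µM α-ketoglutarate and 50 µM Fe²⁺. NADH signal gain over 30 min defined activity.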
Starred values were filed as active, the others as inactive; ? = inconclusive; [ ] = remark or other dose. Potency is the fitted concentration of half-maximal effect. A portion of the library (hit frequency here may not be typical).

SMILES | KDM5B inhibitor
Oc1ccc(Br)cc1/C=N/N1CCN(Cc2cccc3ccccc23)CC1 | 15%
C=CCO[C@@H]1CCN(C(=O)COCC(=O)O)[C@H](C(=O)N[C@@H](Cc2cccs2)C(N)=O)C1 | 0%
CN(C)CC(C)(C)Cn1ccnc1-c1cn(C2CCNCC2)nn1 | ?
COc1ccc2[nH]c(C(=O)N/N=C/c3cc(OC)c(OC)c(OC)c3)cc2c1 | ?
O=C(Cc1ccccc1)Nc1ccc(NC(=O)c2ccco2)cc1 | ?
O=C(NC12CC3CC(CC(C3)C1)C2)c1cccc(F)c1 | 7%
CCOC(=O)C1=C(C)N(c2ccc3c(c2)OCO3)C(=O)NC1c1cccc(F)c1 (stereo not drawn) | -13%
CCn1cc(-c2ccc(C)cc2)cc1C(=O)N1CCN(c2ccccn2)CC1 | ?
Cc1sc2ncn(CC(=O)NCCCC(=O)Nc3ccc(C(C)C)cc3)c(=O)c2c1C | -6%
CC(=O)N1CCN(C(=O)C(Cc2c[nH]c3ccccc23)NC(=O)c2ccccc2Cl)CC1 (stereo not drawn) | -113%
Cc1csc(NC(=O)c2ccc3c(c2)OCC(=O)N(Cc2cnn(C)c2)C3)n1 | ?
Cc1ccccc1NC(=O)CSC1=C(C#N)C(c2ccccc2C)C2=C(CCCC2=O)N1 (stereo not drawn) | ?
COc1cc(NC(=O)CCn2nc(C)c(S(=O)(=O)N3CCCCC3)c2C)cc(OC)c1OC | ?
Cc1ccc(CCNc2ncncc2-c2nc(-c3ccccc3)no2)cc1 | 32µM*
COc1ccc(NC(=O)O[C@@H]2CO[C@H]3[C@@H]2OC[C@@H]3Nc2nccc(-c3cccs3)n2)cc1 | 4%
CC(C)C1=NS(=O)(=O)c2cc(NC(=O)c3ccco3)ccc2N1c1ccccc1 | -33%
CCOC(=O)c1ccc(NC(=O)CSc2nccn2Cc2ccccc2OC)cc1 | 9%
CN(C)c1ccc2ncc(Nc3ccc(Cl)cn3)n2n1 | 35µM*
CC(C)Cn1c(=O)c2ccccc2n2c(CCC(=O)N3CCN(c4ccccc4)CC3)nnc12 | 5%
CCC1Oc2ccc(NC(=O)Cc3ccc(F)cc3)cc2CN(Cc2ccc(Cl)cc2)C1=O (stereo not drawn) | -26%

Entries shown so far containing an aryl methoxy group, in the order listed:
SMILES | KDM5B inhibitor
COc1ccc2[nH]c(C(=O)N/N=C/c3cc(OC)c(OC)c(OC)c3)cc2c1 | ?
COc1cc(NC(=O)CCn2nc(C)c(S(=O)(=O)N3CCCCC3)c2C)cc(OC)c1OC | ?
COc1ccc(NC(=O)O[C@@H]2CO[C@H]3[C@@H]2OC[C@@H]3Nc2nccc(-c3cccs3)n2)cc1 | 4%
CCOC(=O)c1ccc(NC(=O)CSc2nccn2Cc2ccccc2OC)cc1 | 9%

(next part)
SMILES | KDM5B inhibitor
COc1cc(OC)cc(-c2onc(C)c2C(=O)NCCC(c2ccccc2)c2ccccc2)c1 | 32µM*
CCOC(=O)c1c(C)[nH]c(CCC(=O)Nc2cc(Cl)ccc2OC)c1C | ?
Cc1nn(C)c2c1c(-c1ccccc1)cc(=O)n2Cc1ccc(Cl)cc1 | ?
N#Cc1ccc(CN2C[C@@H](NC(=O)c3cccnc3)C[C@H]2CO)cc1 | 6%
CSc1nc2sc3c(c2c(=O)n1-c1ccccc1C)CCCC3 | -8%
C#CCN(CC(=O)NC(N)=O)Cc1ccc(C)cc1 | 27%
COc1cc(NS(=O)(=O)c2cc3[nH]c(=O)[nH]c3cc2C)cc(OC)c1OC | -25%
COc1ccc(NC(=O)c2ccc3c(c2)CCCC3)cc1 | 11%
COc1ccc(CNC(=O)c2ccc3c(c2)N(Cc2ccccc2F)C(=O)c2ccccc2S3=O)cc1 (stereo not drawn) | -5%
CN(C)CC(=O)N1Cc2ccccc2CC2(CCN(CC3CCOCC3)C2)C1 (stereo not drawn) | 10%[115 µM]
Cc1cccc(CN2CC(Oc3cccc(C(=O)NCC4CC4)c3)C2)c1 | -3%
CCOc1ccc(Nc2oc(-c3ccc(COc4ccc(OC)cc4)o3)nc2C#N)cc1 | -2%
COc1ccc(N(CC(=O)NCc2ccc(F)cc2)C(=O)CCC(=O)Nc2nccs2)cc1 | 13%
CC(=O)Nc1ccc(S(=O)(=O)NCCCCNS(=O)(=O)c2ccc(NC(C)=O)cc2)cc1 | 33%
O=C1C(OCC2CC2)C2(CCOCC2)N1C1CCNCC1 (stereo not drawn) | 40%[activator]
COc1ccc(C(=O)Nc2ccc3c(c2)N(C)C(=O)c2ccccc2S3)cc1OC | ?
Cn1c(=O)c2c(ncn2CCNC2=NCCCC2)n(C)c1=O | 17%
S=c1[nH]nc(-c2ccccc2)n1/N=C/c1ccc(Cl)cc1 | -8%
Cc1cc(C)cc(-c2nnc(SCc3nc4ccccc4o3)o2)c1 | -20%
Cc1ccc(CN(C(=O)c2ccc([N+](=O)[O-])cc2)c2ccccn2)cc1 | -22%
CCOC(=O)NC(=O)/C(C#N)=C/c1ccc(N(C)C)cc1 | 17%
COc1cccc(C(=O)NCC2(COc3ccc(C(F)(F)F)cn3)C[C@@H](O)[C@@H](O)C2)c1 (stereo partly drawn) | -20%
COc1cccc(C(=O)c2cn(CC(=O)Nc3ccc4c(c3)OCCO4)c3nc(C)ccc3c2=O)c1 | 1%
COc1cc(OC)cc(OCc2nc3c(n2Cc2ccccc2)C(=O)N(Cc2ccccc2C#N)CCN3)c1 | ?
CCOCC(=O)NC1CCN(c2cnn(Cc3ccccc3)c(=O)c2)CC1 | -8%
Cc1cc(C)cc(NC(=O)CSc2nc(-c3ccccc3)c3cc(F)ccc3n2)c1 | -14%
COc1cc2c(=O)n(CCC(=O)NCC3CCCO3)c(=O)n(CC(=O)Nc3ccc(C)c(C)c3)c2cc1OC (stereo not drawn) | ?
CCc1ccc(NC(=O)CSc2nc3ccccc3nc2Cc2ccccc2OC)cc1 | -17%
CN1CCN(S(=O)(=O)c2cc3cc(Br)ccc3oc2=O)CC1 | -10%
CCc1ccccc1NC(=O)Cn1nnc(-c2nc(-c3ccc(C)cc3)no2)c1N | -11%
O=C(O)c1cc([N+](=O)[O-])cc([N+](=O)[O-])c1N1CCN(c2cccc(C(F)(F)F)c2)CC1 | 11%
Cc1ccc(-c2cc(C(=O)O)c3cc(Cl)ccc3n2)cc1C | ?
O=C(COc1ccc(F)cc1)N1CCN(c2cc(C(F)(F)F)ncn2)CC1 | -2%
O=C(O)c1cc(-c2ccccc2Cl)n(-c2cccc(Cl)c2)n1 | 5%
CC1=C[C@@H](CNC(=O)CCCC(=O)O)[C@H](C(C)C)C[C@H]1Cc1nc2c(C)cccc2[nH]1 | -16%[86.2 µM]
CN(C)c1ccc(NC(=O)CC(c2ccccc2)c2ccccc2)cc1 | -12%
COc1ccc(CNC(=O)CCc2conc2-c2ccc(C)cc2)cc1 | -35%
CCN(Cc1nc(-c2cccc(C)c2)no1)C(=O)Nc1cccc2ccccc12 | ?
CCOC(=O)CNc1nc(Cl)nc(N2CCCCC2)n1 | 6%
NCC1CCCN(Cc2ccc(-c3nc(CCn4cccn4)cc(=O)[nH]3)cc2)C1 (stereo not drawn) | ?
Cc1ccc(-c2cc(N3CCC(CNC(=O)c4ccc(=O)[nH]c4)CC3)n[nH]2)cc1 | -26%
N#Cc1cc([N+](=O)[O-])ccc1NC(=O)CSc1n[nH]c(=O)n1C1CC1 | -14%
CCN1CCCC1CNC(=O)CC[C@H]1NC(=O)c2ccccc2NC1=O (stereo partly drawn) | -11%
Cc1nn(C)cc1S(=O)(=O)Nc1cccc(Cl)c1 | -1%
CCc1ccc(NC(=O)C[n+]2cc(-c3ccc(C)cc3)n3c2CCC3)cc1 | 26%
Cc1ccc(C(=O)NCc2ccc(F)cc2)s1 | 36%
CN(C)C1(C#CCCCCC#CC2(N(C)C)CCCCC2)CCCCC1 | 25%
COc1ccc(-c2noc(-c3cccn3CC(=O)NCCC3=CCCCC3)n2)cc1F | -9%
COc1cc(OCc2ccccc2)ccc1CN1C[C@@H]2CCN[C@@H]2C1 | ?
O=C(NCCc1noc(C2CC2)n1)c1ccc(OC(F)(F)F)cc1 | 31%
COc1ccc(Nc2ccc(C(F)(F)F)cc2[N+](=O)[O-])cn1 | 0%
COc1ccc(N(C(=O)c2ccccc2)S(=O)(=O)c2ccc3c(c2)n(C)c(=O)n3C)cc1 | -1%
Cc1ccc(OCc2nc(C3CCCCN3)no2)cc1 (stereo not drawn) | 6%
COc1ccc(NC(=O)c2nn(C)c3c2CCc2sccc2-3)cc1OC | -27%
COC(=O)[C@@H]1Cc2ncn(Cc3ccc(Cl)cc3)c2CN1C(=O)COc1ccccc1 | ?
Cc1ccc(C(=O)N(C)Cc2ccccc2)cc1S(=O)(=O)N1CCOCC1 | 17%
CCC(C)C(NC(=O)C(C)NC(=O)CNC(=O)OCc1ccccc1)C(N)=O (stereo not drawn) | -5%
O=C(c1cc2ccccc2oc1=O)N1CCC(N2CCCCC2)CC1 | ?
O=C(Nc1oc2ccccc2c(=O)c1-c1cccc(Cl)c1)c1cccc([N+](=O)[O-])c1 | 7%
COc1ccccc1N1CCN(C(=O)CCSCc2ccccc2F)CC1 | -10%

Three of the entries above in order of their number in KDM5B inhibitor, high to low.
Structure | KDM5B inhibitor
Cc1ccc(C(=O)N(C)Cc2ccccc2)cc1S(=O)(=O)N1CCOCC1 | 17%
COc1ccc(-c2noc(-c3cccn3CC(=O)NCCC3=CCCCC3)n2)cc1F | -9%
N#Cc1cc([N+](=O)[O-])ccc1NC(=O)CSc1n[nH]c(=O)n1C1CC1 | -14%

Returning to the listing; the four compounds before the break are reprinted first.
SMILES | KDM5B inhibitor
CCC(C)C(NC(=O)C(C)NC(=O)CNC(=O)OCc1ccccc1)C(N)=O (stereo not drawn) | -5%
O=C(c1cc2ccccc2oc1=O)N1CCC(N2CCCCC2)CC1 | ?
O=C(Nc1oc2ccccc2c(=O)c1-c1cccc(Cl)c1)c1cccc([N+](=O)[O-])c1 | 7%
COc1ccccc1N1CCN(C(=O)CCSCc2ccccc2F)CC1 | -10%
Cc1cc(C)c(NC(=O)Cn2c(=O)n(CCC(=O)NCc3ccc4c(c3)OCO4)c(=O)c3ccccc32)c(C)c1 | -17%
CC(=O)NC(CO)C(=O)N1CCc2[nH]nc(-c3ccc(F)c(F)c3)c2C1 (stereo not drawn) | 43%[activator]
Cn1cc(C(=O)C(=O)NCc2ccccc2)c2ccccc21 | 2%
Cc1noc([C@H]2CCN(S(=O)(=O)c3cn(C)cn3)C[C@H]2NC(=O)C2CC2)n1 | -4%
O=C(O)CCCCCN1C(=O)CC(c2ccccc2)CC1=O | -9%
CCCCOc1ccc(C2=NC(c3ccncc3)=Nc3ccc(Br)cc3N2)cc1 | -6%
O=C(COc1ccccc1)OCC(=O)c1ccc2c(c1)OCO2 | -10%
N#CCC(=O)c1ccsc1 | -6%
CCn1c(N2CCN(Cc3ccc(Cl)cc3Cl)CC2)nc2c1c(=O)[nH]c(=O)n2C | 19%
COc1ccc(CNC(=O)N2CCCC(Cc3noc(-c4ccccn4)n3)C2)cc1 (stereo not drawn) | 13%
COC(=O)C1CN(C2CCCC2)CCS(=O)(=O)N1Cc1cn(Cc2ccccc2)nn1 (stereo not drawn) | -7%
Cc1ccc(OC2(C(=O)O)CCN(Cc3ccc(CO)o3)CC2)cc1 | -10%
CCC(=O)N(C1CCOCC1)C1CCN(S(=O)(=O)c2ccc(C(C)C)cc2)CC1 | 21%
COc1ccc(NC(=O)[C@H]2CCC[C@H]2NC(=O)c2cnc(C)cn2)cc1 | -13%
CN(Cc1ccc(Cl)cc1Cl)C(=O)CCN=C1NS(=O)(=O)c2ccccc21 | 7%
O=C(CC1CCCCC1)N1CC(F)(F)C[C@H]1c1nnc(C2CC2)o1 | -3%
O=C(C1CCOCC1)N1CC(CNc2ccccc2)C2(C1)CN(c1ccccc1)C2 (stereo not drawn) | -21%[86.2 µM]
CC(C)c1ccc(NC(=O)c2cc3c(s2)-c2ccccc2SC3)cc1 | ?
C=C(C)CN(CC)C(=O)Cc1cccs1 | 17%
COc1ccc(Nc2ncc(-c3ccccc3OC)c3c2OCC3)cn1 | 35µM*
O=C(Nc1ccc(S(=O)(=O)NCc2ccco2)cc1)c1cccc(F)c1 | ?
COC(=O)CO[C@@H]1CO[C@H]2[C@@H]1OC[C@@H]2NS(=O)(=O)c1cccc2cccnc12 | -17%[86.2 µM]
C/C(=N\Nc1ccccc1C(=O)O)c1ccncc1 | -12%
CCN(CC)S(=O)(=O)c1ccc2c(c1)N(CC(=O)N1CCCC1)C(=O)CO2 | 49%[activator]
CCC1Oc2ccc(NC(=O)Cc3ccc(OC)cc3)cc2CN(Cc2ccc(OC)cc2)C1=O (stereo not drawn) | -4%
CCn1cc(C(=O)OCC(=O)Nc2cc(C)cc(C)c2)c(=O)c2ccc(C)nc21 | -5%
Cn1cc(-c2nc(COc3cccc4c3OC(C)(C)C4)cs2)cn1 | -5%
CCCCCn1nc(C(=O)NCC2CCOC2)c2ccccc2c1=O (stereo not drawn) | 20%
COc1ccc(NC(=O)N2C[C@@H]3C[C@H](C2)c2ccc(NC(=O)c4ccccn4)c(=O)n2C3)cc1 | ?
Cc1ccccc1C(=O)N1CCN(CCc2ccccn2)CC1 | -6%
Cn1c(=O)n(-c2ccc(Br)cc2F)c(=O)c2sc3ccccc3c21 | ?
COC[C@@H]1CN(c2ncccn2)C[C@H]1C(=O)N1CCc2ccccc21 | ?
COc1ccc(NC(=O)N[C@H]2[C@H](O)[C@@H](N(C)CCc3ccccn3)[C@@H]3OC[C@H]2O3)cc1 | -20%[86.2 µM]
COCCn1cnc2c1c(=O)n(CC(=O)Nc1cccc(C)c1C)c(=O)n2Cc1ccccc1 | 3%
Cc1ccc(-c2cc3c(=O)n(CCNC(=O)c4cccc5[nH]ccc45)ccn3n2)cc1C | 28µM*
Cc1ccc([S+](=O)([O-])N2CCC(c3nn(-c4ccccc4)c(=O)[nH]3)CC2)cc1 | 13%
